BAZ2B block: qHTS Assay for Inhibitors of BAZ2B; Bromodomain adjacent to zinc finger domain protein 2B (Homo sapiens), Q9UIF8; AlphaScreen BAZ2B-H3K14Ac peptide displacement; Potency, µM (top dose mostly 114 µM), for the others: at the highest dose activity change, negative = inhibition, most hits filed as inhibitors; hit rate 4.4% among 360,000; further: potency means the concentration at half of the fitted maximal effect; on the % scale 0 is the no-effect control and ±100 the full control effect; nearly all actives have a fitted effect of over 60% in size
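Protein-peptide AlphaScreen: BAZ2B 50 nM, b-H3K14Ac 50 nM, 1x PBS pH 7.4 + 0.01% Tween-20. Preincubation 30 min RT; cpd 30 min RT (top 110 uM); beads 20 min RT, light-protected.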
Pin1 inh: qHTS Assay to Find Inhibitors of Pin1; Pin1 FP peptide displacement, HiFluor488, 10 min; Potency, µM (titrated, usually from 115 µM), without a hit: at the highest dose activity, negative = inhibition, actives largely listed as inhibitors; hit rate 0.009% among 390,000; active means well fitted inhibition curve with a large enough effect in the polarisation, with a control signal flat, not every such curve was filed as active; inconclusive means small, poorly fitted or top-dose-only effect, or effect the other way, or a change in a side signal; inactive means no such curve, though single readings can be large or run the other way; the % refers to the polarisation; further: potency means the concentration at half of the fitted maximal effect; on the % scale 0 is the no-effect control and ±100 the full control effect
Pol eta inh: qHTS for Inhibitors of Polymerase Eta. Potency, µM (top dose mostly 114 µM), for the others: at the highest dose activity change, negative = inhibition, usual class: inhibitors. hit rate 1.2% among 390,000. recombinant Pol eta, fluorescent DNA replication assay. DNA polymerase eta (Homo sapiens), Q9Y253; further: potency means the concentration at half of the fitted maximal effect; on the % scale 0 is the no-effect control and ±100 the full control effect
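Pol eta at 10 nM preincubated with compounds 15 min at room temperature; reaction started with fluorescent substrate (50 nM final) and read kinetically at 0 and 10 min.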
G9a inh: qHTS Assay for Inhibitors of Histone Lysine Methyltransferase G9a; Histone-lysine N-methyltransferase EHMT2 (Homo sapiens), Q96KQ7; G9a H3K9 monomethylation, AlphaScreen, 2 h; Potency, µM (top dose mostly 102 µM), for inactives: at the top dose activity, negative = inhibition, usual class: inhibitors; hit rate 8.8% among 350,000; AID 504332, 2011; further: potency means the concentration at half of the fitted maximal effect; on the % scale 0 is the no-effect control and ±100 the full control effect; nearly all actives have a fitted effect of over 75% in size
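Using a bead-based AlphaScreen, monomethylated H3K9 product from 2 h room-temperature reactions (G9a 20 nM, peptide 500 nM, SAM 20 uM) was detected with 0.5 ug/mL rabbit anti-H3K9me1 antibody.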
PI4K2A inh: qHTS for small molecular inhibitors of PI4K2A; Phosphatidylinositol 4-kinase type 2-alpha (Homo sapiens), Q9BTU6; purified PI4K2A, ADP-Glo luminescence, 1 h; hits give low values; activity change, negative = inhibition, % at 76.9 µM; hit rate 0.13% among 420,000; in the data active means activity change below about -50%; inconclusive means mostly about -30% to -49%;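 further: -100% = wells without enzyme as full effect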
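Compounds are screened against recombinant PI4K2A using PI as substrate and ATP, the latter dispensed at 300 microM. Reactions run one hour at ambient temperature before ADP-Glo detection; full inhibition defined by wells lacking enzyme.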
JMJD2A Tudor: qHTS Assay for Inhibitors of JMJD2A-Tudor Domain | AlphaScreen JMJD2A-Tudor / H3K4me3 peptide binding | Potency, µM (highest dose often 114 µM), without a hit: top-dose activity change, negative = inhibition, hits mostly inhibitors | hit rate 4.4% among 390,000 | AID 504339, 2011; further: potency means the concentration at half of the fitted maximal effect; on the % scale 0 is the no-effect control and ±100 the full control effect; nearly all actives have a fitted effect of over 50% in size
Tb PGK inh: qHTS Assay to Find Inhibitors of Phosphoglycerate Kinase; Phosphoglycerate kinase, glycosomal (Trypanosoma brucei brucei), P07378; PGK/GAPDH coupled, Kinase-Glo luminescence, 60 min; Potency, µM (highest dose often 57.5 µM), without a hit: top-dose activity change, negative = inhibition, most hits filed as inhibitors; hit rate 0.043% among 380,000; AID 602233, 2012; further: potency means the concentration at half of the fitted maximal effect; on the % scale 0 is the no-effect control and ±100 the full control effect; nearly all actives have a fitted effect of over 60% in size
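Recombinant glycosomal PGK reaction used 1,3-bisphosphoglycerate generated in-well by GAPDH (100nM final) in 100mM TEA pH 7.6, 5mM MgCl2, 0.01% Tween-20. After 60 minutes at room temperature, ATP was read by Kinase-Glo Plus luminescence end-point.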
GLS inh: qHTS for Inhibitors of Glutaminase (GLS); Glutaminase kidney isoform, mitochondrial (Homo sapiens), O94925; GLS enzymatic activity, qHTS titration; Potency, µM (titrated, usually from 45.5 µM), for the others: top-dose activity change, negative = inhibition, usual class: inhibitors; hit rate 0.21% among 410,000; further: potency means the concentration at half of the fitted maximal effect; on the % scale 0 is the no-effect control and ±100 the full control effect
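Coupled fluorescence readout: glutamate oxidase/HRP/Amplex Red detect glutamate formed by hKGA from L-glutamine (1 mM solution added). Buffer 45 mM KH2PO4 pH 8.2, 0.02% Tween-20; reads at t0 and 30 min RT.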
HP1b binding inh: HTS for Inhibitors of HP1-beta Chromodomain Interactions with Methylated Histone Tails. AID 540317, 2011. hit rate 0.56% among 390,000. AlphaScreen HP1-beta / biotin-H3K9me3 peptide binding. Potency, µM (top dose mostly 114 µM), for the others: at the top dose activity change, negative = inhibition, most hits filed as inhibitors. Chromobox protein homolog 1 (Homo sapiens), P83916; further: potency means the concentration at half of the fitted maximal effect; nearly all actives have a fitted effect of over 70% in size; inactives centre near 23
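Compound inhibition of the preformed complex between 50 nM HP1-beta and 50 nM biotinylated H3K9me3 peptide was read by AlphaScreen. Buffer was PBS pH 7.4 with 0.01% Tween-20. Incubations ran 30 min at room temperature, with 10 ug/mL donor/acceptor beads.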
Numbers without * were called inactive; i = inactive; ? = inconclusive; . = not tested or not shown; & = joins results of further samples; [ ] = another dose, or the depositor's remark. Unless noted, the call rests on the fitted dose curve; in most records, active means well fitted curve in the direction sought with a large enough effect; inconclusive means small, poorly fitted or top-dose-only effect, or another doubt; inactive means no such curve, though single readings can be large; an effect the other way counts as inactive or inconclusive. This is a subset (hit frequency here may not be typical).

#1 CC(=O)/C(C#N)=C1\NC(=O)C(Cc2cc(Cl)ccc2Cl)S1 (stereo not given)
#2 COc1ccc(S(=O)(=O)Cc2ccc(C(=O)NCCc3cc(OC)ccc3OC)o2)cc1
#3 O=C(COc1ccccc1[N+](=O)[O-])N(Cc1ccccc1)c1ccccn1
#4 CC(C)CN(CC(C)C)S(=O)(=O)c1cc([N+](=O)[O-])ccc1N1CCCCCC1
#5 S=C(Nc1ccc2c(c1)OCCO2)Nc1ccc2c(c1)OCO2
#6 Cc1cccc(NC(=O)CSc2nnc(C)c(C)n2)c1

entry no.,1,2,3,4,5,6
BAZ2B block,-12%,-23%,-15%,-36%,?,5%
Pin1 inh,-7%,-9%,?,2%,-2%,0%
Pol eta inh,-19%,-19%,0%,-11%,-8%,-22%
G9a inh,.,-39%,1%,-10%,50µM*,3%[59 µM]
PI4K2A inh,1,5,0,7,-4,1
JMJD2A Tudor,3%,-13%,-10%,-26%[11.4 µM],-29%,7%
Tb PGK inh,-4%,-6%,5%,-9%,i,2%
GLS inh,34%[activator],-4%,6%,-24%,53%[activator],-10%
HP1b binding inh,38%,24%,32%,-16%,-1%,18%

#7 Cc1cn([C@H]2C=C[C@@H](CO)O2)c(=O)[nH]c1=O
#8 CC(=O)OCc1c(F)c(F)c(-n2nc(C)cc2C)c(F)c1F
#9 COc1ccc2nc3oc(C(=O)NCc4cccs4)cc3cc2c1
#10 O=C(CS(=O)(=O)c1cn(Cc2ccccc2Cl)c2ccccc12)N1CCOCC1
#11 O=C(Nc1ccc(Br)cc1)N1CCC(CN2CCCC2)CC1
#12 O=C(O)CN1C(=O)/C(=C/c2ccc(SCc3ccccc3)o2)SC1=S

entry no.,7,8,9,10,11,12
BAZ2B block,12%&-4%&-15%,20%,-2%,-5%,-6%,25µM*
Pin1 inh,3%&2%,0%,84%[activator],-5%,5%,?
Pol eta inh,-13%,-19%,?,13%,-11%,18µM*
G9a inh,11%[59 µM],-6%[59 µM],-16%,-18%[59 µM],4%[59 µM],18µM*
PI4K2A inh,0&-2&-2&-2,-3,-11,1,4,-2
JMJD2A Tudor,-6%&-18%,-18%,-23%,-11%,-7%,56µM*
Tb PGK inh,-9%,-5%,-6%,i[11.5 µM],i,?
GLS inh,-1%&0%&6%,13%,-2%,6%,-4%,-26%
HP1b binding inh,91%&26%[activator],9%,37%[activator],17%,76%[activator],?

#13 COc1ccc(S(=O)(=O)N2CCN(CC(=O)Nc3ccc(C)c(F)c3)CC2)cc1
#14 O=C(COc1ccc(Cl)cc1)N(Cc1ccccc1)c1nc(-c2ccccc2)cs1
#15 COc1nccnc1NS(=O)(=O)c1ccc(N/C=C2\CCCCC2=O)cc1
#16 CCSc1nnc(NC(=O)c2ccc(S(=O)(=O)N(C)C)cc2)s1
#17 CCn1c(SC(C)C(=O)O)nc2sc3c(c2c1=O)CCC3 (stereo not given)
#18 CCOc1cccc(C2C(C#N)=C(N)Oc3cc(C)[nH]c(=O)c32)c1OCC (stereo not given)

entry no.,13,14,15,16,17,18
BAZ2B block,5%,5%,?,-10%,50µM*,-1%
Pin1 inh,6%,5%,-9%,-2%,7%,2%
Pol eta inh,-10%,9%,-13%,-10%,3.5µM*,-4%
G9a inh,45µM*,25%[59 µM],50µM*,-33%,?,?
PI4K2A inh,0,-1,-1,4,-12,-3
JMJD2A Tudor,-20%,-26%,-23%,-7%,89µM*,-10%
Tb PGK inh,i,-5%,4%,i,-16%,i
GLS inh,3%,-1%,-3%,7%,-10%,12%
HP1b binding inh,16%,16%,10%,50%[activator],9%,22%

#19 CCc1cc[n+](-c2nc3ccccc3nc2C(=C=[N-])C#N)cc1
#20 O=S(Cc1ccc(Cl)cc1)CC(O)(c1ccccc1)c1ccccc1 (stereo not given)
#21 COc1ccccc1OC(C)C(=O)NCC1(N2CCOCC2)CCCCC1 (stereo not given)
#22 O=C(Nc1cnc2sc3c(n2c1=O)CCCC3)c1ccc(F)cc1
#23 Cc1nn(C)c(Oc2cccc(Cl)c2)c1C(=O)Nc1ccc(F)cc1
#24 Cc1csc(SC(C)C(=O)Nc2ccc(Cl)cn2)n1 (stereo not given)

entry no.,19,20,21,22,23,24
BAZ2B block,-34%,?,-1%,-4%,-7%,-5%
Pin1 inh,-2%,0%,1%,-1%,3%,4%
Pol eta inh,-8%,-2%,-13%,-11%,-11%,5%
G9a inh,18%[59 µM],24%[59 µM],7%[59 µM],1%,-12%[0.0925 µM],18%[59 µM]
PI4K2A inh,0,3,-3,-1,-9,7
JMJD2A Tudor,9%,7%,-23%,22%,6%,1%[11.4 µM]
Tb PGK inh,4%,0%,-12%,-4%,-4%,-7%
GLS inh,.,.,2%,-2%,-8%,-5%
HP1b binding inh,34%[activator],21%,18%,36%,23%,-1%

#25 Cn1c(=O)c2c(nc(Br)n2Cc2nnc(N)s2)n(C)c1=O
#26 O=C(O)Cn1ncn(-c2ccc(OC(F)(F)F)cc2)c1=O
#27 CCN1C(=O)c2ccccc2Sc2ccc(NC(=O)c3cccc(C)c3)cc21
#28 COc1ccc(C(=O)c2cn(CC(=O)Nc3cc(C)ccc3C)c3nc(C)ccc3c2=O)cc1
#29 O=[N+]([O-])c1cc(/C=N/O)ccc1Sc1ccccc1
#30 COCCNC(=O)c1onc(CSc2ccccn2)c1C(=O)NCCOC

entry no.,25,26,27,28,29,30
BAZ2B block,-2%,-14%,3%,49%[activator][57.1 µM],50µM*,.
Pin1 inh,3%,-8%,13%,?,0%,-13%
Pol eta inh,?,-26%,-15%,-17%,-19%,-3%
G9a inh,?,?,14%[59 µM],1%[59 µM],?,.
PI4K2A inh,4,2,3,1,0,-1
JMJD2A Tudor,?,-11%[11.4 µM],-28%,-23%,56µM*,-7%
Tb PGK inh,-1%,6%,-5%,-2%,-7%,2%
GLS inh,1%,1%,2%,-9%,11%,0%
HP1b binding inh,21%,56%[activator],16%[57 µM],54%[activator],-40%,40%[activator]

#31 Cc1nc2ccc(S(=O)(=O)N(CC(=O)Nc3ccc(F)cc3)Cc3ccccc3)cc2s1
#32 COCCn1c(SCC(=O)Nc2ccc3c(c2)OCCO3)nnc1-c1ccncc1
#33 CC(=O)Cc1nsc(NC(=O)c2ccc(COc3ccccc3Cl)o2)n1
#34 COc1ccc(-n2nc(C(=O)N3CCC(N4CCCCC4)CC3)c3c4ccccc4n(C)c3c2=O)cc1
#35 CCOc1ccc(C(=O)C(C)OC(=O)Cn2cnc3c2c(=O)n(C)c(=O)n3C)cc1 (stereo not given)
#36 CC1=C(C(=O)OC(C)C)C(c2ccc(Br)s2)NC(=O)N1C (stereo not given)

entry no.,31,32,33,34,35,36
BAZ2B block,-13%,.,0%,0%,5%,-3%
Pin1 inh,7%,-3%,7%,-14%,-2%,6%
Pol eta inh,-16%,-16%,-6%,-5%,-9%,-13%
G9a inh,10%[59 µM],.,17%[59 µM],-2%,?,-6%
PI4K2A inh,-1,-4,3,4,-5,3
JMJD2A Tudor,-6%,-10%,-9%,-23%,-3%,-2%[57.1 µM]
Tb PGK inh,-10%,i,i,-6%,-11%,-7%
GLS inh,-2%,0%,4%,-8%,-2%,1%
HP1b binding inh,71%[activator],29%,46%[activator],22%,45%[activator],13%

Quoted at random: 3 records from the list
#35 CCOc1ccc(C(=O)C(C)OC(=O)Cn2cnc3c2c(=O)n(C)c(=O)n3C)cc1 (stereo not given)
#36 CC1=C(C(=O)OC(C)C)C(c2ccc(Br)s2)NC(=O)N1C (stereo not given)
#32 COCCn1c(SCC(=O)Nc2ccc3c(c2)OCCO3)nnc1-c1ccncc1

entry no.,35,36,32
BAZ2B block,5%,-3%,.
Pin1 inh,-2%,6%,-3%
Pol eta inh,-9%,-13%,-16%
G9a inh,?,-6%,.
PI4K2A inh,-5,3,-4
JMJD2A Tudor,-3%,-2%[57.1 µM],-10%
Tb PGK inh,-11%,-7%,i
GLS inh,-2%,1%,0%
HP1b binding inh,45%[activator],13%,29%

Other results:
#37 N#C/C(=C/c1ccc(N2CCOCC2)o1)c1ccc(Cl)cc1
#38 COc1cc2c(cc1OC)CN(c1nc(-c3cccnc3)nc3ccccc13)CC2
#39 COc1ccc(N2CC(C(=O)Nc3nnc(SCC(=O)N4CCOCC4)s3)CC2=O)cc1 (stereo not given)
#40 Cc1ccccc1Cn1nc(C)c(NC(=O)c2sc3ccccc3c2Cl)c1C
#41 Cc1cc(C(F)(F)F)n2ncc(C(=O)O)c2n1
#42 O=C(Oc1ccc(C(=S)N2CCOCC2)cc1)c1ccc([N+](=O)[O-])cc1
#43 CC(=O)c1cccc(NC(=S)NCc2ccccc2)c1

entry no.,37,38,39,40,41,42,43
BAZ2B block,45µM*,40µM*,-23%,0%,8%,9%,2%
Pin1 inh,?,67%[activator],0%,6%,-3%,4%,-2%
Pol eta inh,1%,-21%,?,21%,-5%,-9%,-13%
G9a inh,?,50µM*,35µM*,.,?,-13%[0.501 µM],28%
PI4K2A inh,-9,1,-14,-6,-2,2,3
JMJD2A Tudor,56µM*,?,-26%,-14%,-17%,4%,2%
Tb PGK inh,.,6%,-4%,-6%,i,-10%,i
GLS inh,-11%,28%,-5%,-5%,-2%,-7%,-10%
HP1b binding inh,-26%,-19%,5%,35%,76%[activator],51%[activator],55%[activator]
